# GAA850 FXN act – increases GAA850 frataxin promoter reporter activity | HEK293 lucGAA850 FXN promoter luciferase reporter, 24 h; percent of 10 µM SAHA response | activation, % at 6 µM | actives 0.56% (n = 360,000) | AID 540364;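 active = activation above the average of all compounds screened plus 3 SD, cutoff fixed separately per campaign, cut at about 7.5% in these data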;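 also: 0% = DMSO wells and 100% = 10 µM SAHA wells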
# sPLA2-III inh – Inhibits HGIII-sPLA2 liposome hydrolysis, primary screen; Q9NZ20; QFRET BODIPY PC-A2 liposome hydrolysis, fluorescence; inhibition, % at 12.2 µM; actives 0.56% (n = 370,000); AID 743126;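 active = inhibition above mean plus 3 SD of compounds lying within the high and low control bounds, cut at about 19% in these data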;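 also: 0% = median of test compound wells and 100% = no enzyme DMSO wells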
# PLC-gamma1 inh – PLC-gamma1 (human) inhibition, primary screen; AID 720700; actives 0.84% (n = 370,000); purified PLC-gamma1, fluorogenic substrate, fluorescence; inhibition, % at 12.2 µM; P19174; in the data active = inhibition above about 9.5%
# PLC-beta3 inh – PLC-beta3 (human) inhibition, primary screen. inhibition, % at 12.2 µM. actives 0.18% (n = 370,000). AID 720704. Purified PLC-beta3, fluorogenic substrate, fluorescence; in the data active = inhibition above about 11%;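 also: 0% = median of compound wells on plate and 100% = full blocker control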
# hgDAF-12 ag – activates the H. glycines DAF-12 receptor ligand-binding domain. AID 687014. HEK293 GAL4-hgDAF12 UAS-luciferase reporter, agonist luminescence; normalized to butyrate control. actives 1.8% (n = 370,000). activation, % at 6.8 µM;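 active = activation above a cutoff set at the mean of all screened compounds plus 3 SD, cut at about 10% in these data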;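 also: 0% = DMSO wells and 100% = sodium butyrate wells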
# ssDAF12 agonist – activators of S. stercoralis DAF-12 nuclear receptor | HEK293 ssDAF-12/GRIP1 lit1-tk-luc reporter, luminescence; % of 3 µM dafachronic acid response | activation, % at 6.8 µM | actives 1% (n = 370,000);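 active = activation above the mean over all tested compounds plus 3 SD, cut at about 0.9% in these data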;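 also: 0% = DMSO-only wells and 100% = 3 µM delta7-dafachronic acid wells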
# DAX1 inh-1 – NR0B1 (DAX1) inhibition; AID 504766; HEK293 Gal4-DAX1 luciferase reporter, luminescence; inhibition, % at 6.75 µM; P51843; actives 0.99% (n = 340,000);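 active = inhibition above the mean over all tested compounds plus 3 SD, cut at about 4.2% in these data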;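 also: 0% = DAX1-transfected cells with DMSO and 100% = empty-vector control cells with DMSO; inhibition shows as a rise in luminescence from relieved DAX1 repression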
# Target sequence (P51843 207-470 limits assumed): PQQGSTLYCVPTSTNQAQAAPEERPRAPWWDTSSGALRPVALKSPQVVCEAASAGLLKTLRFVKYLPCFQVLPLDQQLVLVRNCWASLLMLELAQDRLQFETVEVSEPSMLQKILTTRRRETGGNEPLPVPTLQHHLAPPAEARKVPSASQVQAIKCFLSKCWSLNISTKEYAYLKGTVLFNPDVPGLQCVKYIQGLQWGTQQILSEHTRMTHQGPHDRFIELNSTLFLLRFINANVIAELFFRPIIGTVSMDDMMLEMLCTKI
# ADAM17 inh – ADAM17 inhibition, QFRET primary screen; P78536; recombinant ADAM17, EDANS/DABCYL FRET peptide cleavage; inhibition, % at 6.95 µM; actives 0.83% (n = 370,000); AID 720648;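 active = inhibition above the mean of compounds lying between control limits plus 3 SD, set per campaign, cut at about 8.5% in these data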;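 also: 0% = DMSO-only wells as the low control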
# ADAM10 inh – ADAM10 inhibition, QFRET primary screen; O14672; recombinant ADAM10, EDANS/DABCYL FRET peptide cleavage, 3 h; inhibition, % at 7 µM; actives 0.62% (n = 370,000); AID 720582;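 active = inhibition above a per-campaign cutoff equal to the mean of compounds falling between control-based bounds plus 3 SD, cut at about 20% in these data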;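 also: 0% = DMSO wells while the 100% control is not disclosed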
# Target sequence (O14672 214-748 limits assumed): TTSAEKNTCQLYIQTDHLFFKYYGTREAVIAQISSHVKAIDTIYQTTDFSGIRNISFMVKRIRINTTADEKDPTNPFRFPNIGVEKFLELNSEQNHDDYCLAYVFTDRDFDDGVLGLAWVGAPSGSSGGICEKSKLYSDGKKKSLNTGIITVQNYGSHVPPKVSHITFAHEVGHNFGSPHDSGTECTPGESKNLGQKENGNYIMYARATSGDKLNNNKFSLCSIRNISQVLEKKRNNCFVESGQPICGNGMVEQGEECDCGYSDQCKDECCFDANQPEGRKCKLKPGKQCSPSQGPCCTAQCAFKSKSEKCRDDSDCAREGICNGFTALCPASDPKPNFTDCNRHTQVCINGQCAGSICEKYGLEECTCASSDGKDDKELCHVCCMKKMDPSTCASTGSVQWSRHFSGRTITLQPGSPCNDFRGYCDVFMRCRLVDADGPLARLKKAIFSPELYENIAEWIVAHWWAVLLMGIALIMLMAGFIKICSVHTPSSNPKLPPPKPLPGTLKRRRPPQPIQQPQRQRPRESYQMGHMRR
# DAX1 inh-2 – inhibitors of DAX1 repression of SF-1 activated StAR promoter. inhibition, % at 6.8 µM. actives 1.1% (n = 370,000). AID 652010. HEK293T StAR-luciferase reporter, SF-1/DAX-1 repression relief;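 active = inhibition above the mean over all tested compounds plus 3 SD, cut at about 3.6% in these data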;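 also: 0% = DAX-1 cells with DMSO and 100% = cells lacking DAX-1 with DMSO; higher inhibition means more luminescence from relief of DAX-1 repression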
# hcDAF-12 act – activators of H. contortus DAF-12 nuclear receptor; HEK293 hcDAF-12 lit1-tk-luc reporter, luminescence; 0% DMSO, 100% Δ7-dafachronic acid; activation, % at 6.8 µM; actives 1.4% (n = 370,000); AID 652067;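 active = activation above the mean of all tested compounds plus 3 SD, cut at about 5.5% in these data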;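 also: 100% = response to 3 µM Δ7-dafachronic acid high control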
# * marks the source's active call; other numbers are inactive results; i = inactive; nt = no result given.
SMILES,GAA850 FXN act,sPLA2-III inh,PLC-gamma1 inh,PLC-beta3 inh,hgDAF-12 ag,ssDAF12 agonist,DAX1 inh-1,ADAM17 inh,ADAM10 inh,DAX1 inh-2,hcDAF-12 act
N/C(=N\OC(=O)c1ccc2ccccc2c1)c1ccccc1Cl,1.8,0,-1,-6,14*,-0.3,2.2,0,2,8.8*,3.9
O=NN1CCN(c2ccncc2S(=O)(=O)N2CCCCC2)CC1,-0.7,2,-4,-5,-0.9,-1.3,0.3,-1,-9,1.5,-0.8
O=C(CCCc1ccccc1)Nc1cccc(C(=O)O)c1,2.0,2,1,-12,12*,-0.4,-2.5,-3,-2,4.5*,3.7
O=C1C(=Cc2cccc(O)c2O)SC(=S)N1CCCN1CCOCC1,-0.6,-38,-1,-10,1.7,-0.6,0.8,5,12,0.9,1.6
COc1ccc(S(=O)(=O)N2CCCCCC2)cc1NC(=O)c1c2c(nc3ccccc13)CCN(Cc1ccccc1)C2,6.2,-11,4,2,-6.7,-1.7,-2.8,8,17,-1.5,-1.0
CN(C(=O)CSc1cccc[n+]1[O-])c1ccccc1,-0.4,4,-6,-3,0.7,-0.9,1.3,1,-8,0.8,-1.1
O=C(CCC1CCCCC1)Nc1nccs1,1.6,-5,5,0,6.4,-1.1,0.4,1,3,0.6,-1.0
COc1ccc(-c2nc(CS(=O)CC(=O)NCCC3=CCCCC3)c(C)o2)cc1 (stereo unspecified),-0.9,-7,4,0,4.6,-0.9,-0.4,2,2,2.8,1.7
CCOc1ccc(S(=O)(=O)N(CCO)CCO)cc1-c1nc2c(C(C)(C)C)nn(C)c2c(=O)[nH]1,-2.3,-11,2,2,-1.0,-1.7,-1.1,0,5,-0.7,-1.6
CCOc1nc(-c2ccc(Cl)cc2Cl)ccc1C#N,3.3,3,2,-3,2.9,-1.2,2.9,-3,-1,0.3,-0.1
CC(C(=O)N1CCCCC1)n1ncn2cccc2c1=O (stereo unspecified),-2.3,6,2,-1,-1.4,-1.4,1.5,-3,-2,-0.3,-0.3
COc1ccc(C(=O)NCCc2nnc(SCC(=O)Nc3ccccc3F)n2C)cc1,-0.9,4,-2,-2,0.2,-0.2,-0.9,-9,-6,0.1,-0.8
CCN1CCN(CC(O)COc2ccc3c(C)cc(=O)oc3c2)CC1 (stereo unspecified),1.9,-2,-48,-73,0.8,-0.3,0.3,-121,-394,0.4,-0.2
Cc1ccc(C)n1-c1ccc(N2CCOCC2)cc1,0.5,-1,-7,-6,-4.2,-1.5,-1.1,-1,5,-1.4,-0.6
CCOc1ccccc1C(=O)N1CCN(c2ccc(C(F)(F)F)cn2)CC1,0.5,-3,-5,-6,-2.8,-1.7,-0.8,-10,-21,-1.6,-3.2
CCc1nc2c(OCc3cc(Cl)cc(Cl)c3)cccn2c1N(C=O)Cc1ccccc1,-0.2,0,1,-1,-3.1,-1.4,nt,7,13,-2.0,1.4
Cc1ccc(NS(=O)(=O)c2ccc(OCC(=O)N3CCOCC3)cc2)cc1,2.3,-9,4,5,-2.7,-1.2,-0.6,-1,-2,-1.0,-0.6
C[C@@H](C(=O)N[C@H](C(=O)O)c1ccccc1)n1nnc2ccccc2c1=O,2.7,1,-2,-3,1.1,0.0,-0.7,-2,-6,-0.2,0.9
Nc1ccc(NC(=O)c2ccccc2)c2c1C(=O)c1ccccc1C2=O,-1.6,3,-3,2,0.3,-0.2,-0.4,-5,-1,1.2,1.5
Cc1ccccc1Cn1c(C)nc2ccc([N+](=O)[O-])cc2c1=O,1.4,11,-2,-6,-1.4,-1.5,0.3,-5,-8,-0.7,-1.0
CC(C)OC(=O)C1=CNCC(C)(C)c2c1[nH]c1cc(F)ccc21,nt,16,-23,-30,2.1,-0.3,nt,2,-10,nt,3.1
CCOc1cccc(=O)c2c(C)n(CC3CCCO3)c(C)c12 (stereo unspecified),-1.2,-8,-31,-37,-2.1,-1.5,-0.5,-2,-7,-0.5,2.5
CCn1c(CNC(=O)C23CC4CC(CC(C4)C2)C3)nnc1SC,2.5,-2,3,3,-0.6,-1.7,0.1,-3,0,-0.1,-0.1
CC(=O)c1ccc(S(=O)(=O)Nc2ccc(-n3c(C)nc4ccccc4c3=O)cc2)cc1,-0.8,-7,1,-2,-2.0,-0.8,0.0,-1,0,0.0,1.1
COCCN(C(=O)c1ccc(COc2ccccc2)o1)c1c(N)n(CC(C)C)c(=O)[nH]c1=O,-0.1,12,3,-6,-1.8,-1.2,1.5,-1,-18,-1.8,-1.7
CCCCOc1ccccc1C(=O)N(Cc1ccco1)C1CCS(=O)(=O)C1 (stereo unspecified),2.1,-4,3,-9,0.3,-1.0,0.5,-3,-1,1.2,1.3
Cc1ccccc1C(=NC(=O)c1ccccc1)c1ccccc1,2.6,-2,3,2,-2.6,-1.2,0.9,-1,-2,0.0,-0.5
CC(=O)Nc1ccc2c3c(cccc13)C(=O)N(c1ccccc1)C2=O,-2.7,-2,i,i,-3.2,-0.8,-1.3,i,i,-0.3,-0.2
Cc1ccc(OCc2nnc(SCC(=O)C(C)(C)C)n2Cc2ccco2)cc1,1.7,-22,2,2,-0.8,-1.3,0.3,-1,10,-1.2,-2.1
CC(C)c1ccc(CN(C(=O)C2COc3ccccc3O2)C2CCS(=O)(=O)C2)cc1 (stereo unspecified),0.1,-26,1,1,-1.9,-1.7,-0.4,2,7,-0.5,-0.7
COc1ccc(C(=O)N[C@H](C(=O)Nc2sccc2C(N)=O)C(C)C)cc1,1.9,-3,-1,1,-2.4,-0.8,-0.3,-5,-8,-0.8,-1.4
CCCCOc1ccc(S(=O)(=O)Nc2cccnc2)cc1,0.3,-7,3,1,-4.4,-1.8,-3.1,0,-3,-2.6,-3.4
COc1ccccc1Nc1nc(-c2cccc([N+](=O)[O-])c2)nc2ccccc12,-1.6,3,1,1,2.9,-1.2,-0.7,0,-4,-0.7,2.1
COc1ccc(CNc2nc3nc(C)c(Cl)c(=O)n3[nH]2)cc1OC,-2.7,1,-1,-3,0.1,-0.7,0.0,-2,-8,-0.2,-1.5
CC(C)Oc1ccc(CN2CCC2(C)C(=O)NCc2ccc(C(F)(F)F)cc2)cc1 (stereo unspecified),-1.3,9,4,8,5.8,-1.7,nt,2,8,1.0,-1.2
O=C(COC(=O)c1c2c(nc3ccccc13)CCCC2)c1ccc(Br)s1,0.2,-27,-1,1,4.4,-1.5,-1.4,7,14,-0.3,-3.2
O=C(NCCc1ccc2c(c1)OCCO2)c1cccc(F)c1,2.7,6,3,1,3.5,-2.0,-1.2,-1,1,-0.5,-1.7
O=C(CCOc1ccccc1)Nc1ccnn1C1CCN(Cc2ccccc2)CC1,-1.5,3,-3,-6,-1.4,-1.4,-0.6,-5,-3,-1.1,-1.9
CCN(c1ccccc1)S(=O)(=O)c1cc2c(cc1C)NC(=O)CO2,-0.6,-1,0,1,-3.6,-0.8,0.1,-1,-6,1.7,-0.9
N#Cc1ccc(NC(=S)/N=C(\N)c2ccccc2)cc1,nt,10,3,0,8.2,0.0,nt,0,3,-0.6,2.0
CC(C)Cc1nccs1,0.9,0,1,3,-2.6,-1.3,0.1,1,-4,0.5,2.1
CCOC(=O)c1cc2c(C)n(-c3ccc(OCC)cc3)c(C)c2cc(C(=O)OCC)c1=O,0.2,-6,-17,-25,-0.2,-1.2,-1.1,-5,-21,-0.5,-3.3
Cc1c(C(=O)NCCC2=CCCCC2)oc2ccc(S(=O)(=O)N3CCOCC3)cc12,-7.4,-15,3,-5,-7.5,-2.2,-3.2,4,-5,-3.0,-3.5
CN1/C(=c2/s/c(=C3/C(=O)N(c4ccccc4)NC3=Nc3ccccc3)n(C)c2=O)C(C)(C)c2ccccc21,-0.7,8,1,1,4.5,-0.9,0.6,2,16,0.6,1.0
Cc1ccc(Nc2ccccc2N)cc1,3.3,-2,-22,-36,3.7,-0.7,-0.5,-16,-63,1.3,-1.8
COc1ccccc1C(c1nnnn1Cc1ccccc1)N1CCC(C(N)=O)CC1 (stereo unspecified),0.8,6,1,2,-0.9,-1.4,-0.3,1,2,-0.5,-1.6
COCCCN1C(=O)C(=O)/C(=C(/O)c2ccccc2)C1c1ccc2c(c1)OCO2 (stereo unspecified),-0.6,-6,0,4,2.5,-0.7,2.8,5,14,1.8,1.1
COc1ccc(N2CCN(CC(=O)Nc3ccc(SC(F)F)cc3)CC2)cc1,-0.1,3,0,-3,-0.7,-1.5,-0.4,1,4,-0.4,0.5
CCOC(=O)C1CCCN(C(=O)c2cc(Cl)ccc2NC(=O)C2=C(C)OCCS2)C1 (stereo unspecified),1.0,9,4,-9,1.1,-1.6,-0.7,-6,2,-0.5,-0.8
Cc1noc(NS(=O)(=O)c2ccc(NC(=O)C34CCC(CC3)C4)cc2)c1C,2.0,1,2,-1,2.2,-0.7,-0.3,-2,-2,-0.2,-0.3
Cc1cc(-c2ccc(/C=N/n3cnnc3)o2)c([N+](=O)[O-])cc1C,2.9,9,-3,-3,-2.1,-1.0,-0.4,0,-8,-0.6,-1.3
C=CCSC1=C(C#N)C(c2ccc(C(C)C)cc2)CC(=O)N1 (stereo unspecified),-0.9,-4,-1,3,1.3,-0.6,0.7,0,-6,0.0,0.2
CC(C)OCCCNC(=O)C(NC(=O)c1ccc(Cl)cc1)C(C)C (stereo unspecified),0.0,0,0,1,3.6,-1.4,0.5,-1,0,0.9,-0.1

# Fetched one by one from above:
SMILES,GAA850 FXN act,sPLA2-III inh,PLC-gamma1 inh,PLC-beta3 inh,hgDAF-12 ag,ssDAF12 agonist,DAX1 inh-1,ADAM17 inh,ADAM10 inh,DAX1 inh-2,hcDAF-12 act
COc1ccc(N2CCN(CC(=O)Nc3ccc(SC(F)F)cc3)CC2)cc1,-0.1,3,0,-3,-0.7,-1.5,-0.4,1,4,-0.4,0.5
C=CCSC1=C(C#N)C(c2ccc(C(C)C)cc2)CC(=O)N1 (stereo unspecified),-0.9,-4,-1,3,1.3,-0.6,0.7,0,-6,0.0,0.2
Cc1cc(-c2ccc(/C=N/n3cnnc3)o2)c([N+](=O)[O-])cc1C,2.9,9,-3,-3,-2.1,-1.0,-0.4,0,-8,-0.6,-1.3
CC(C)Cc1nccs1,0.9,0,1,3,-2.6,-1.3,0.1,1,-4,0.5,2.1
Cc1noc(NS(=O)(=O)c2ccc(NC(=O)C34CCC(CC3)C4)cc2)c1C,2.0,1,2,-1,2.2,-0.7,-0.3,-2,-2,-0.2,-0.3

# Source: PubChem
